# Spn DPM-DC inh = inhibitors of Streptococcus pneumoniae diphosphomevalonate decarboxylase; 65,000 tested, 0.49% active; purified DPM-DC, PK/LDH coupled NADH fluorescence; calls only at 10 µM;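 active = the 320 compounds with the highest percent inhibition in the single-dose primary screen, excluding strongly autofluorescent ones, cut at about 32% in these data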;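 also: kinetic rate of NADH fluorescence loss reporting ADP formed by the decarboxylase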
# LYP inhibition = LYP phosphatase inhibitors, primary screen, biochemical, DiFMUP fluorescence, recombinant catalytic domain, 10 µM (AID 606). recombinant LYP catalytic domain, DiFMUP fluorescence; higher % means a stronger effect. one-dose inhibition, % at 10 µM; IC50 in µM for titrated hits. 52,000 tested, under 10 active;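 active = IC50 under 40 µM in the dose-response test; inactive = IC50 of 40 µM or more, or never dose-tested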
# Spn PMK inh = blocks S. pneumoniae phosphomevalonate kinase; 65,000 tested, 0.49% active; inhibition, % at 10 µM; AID 539; purified PMK, PK/LDH-coupled NADH absorbance 340 nm;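 active = top-ranked compounds by inhibition in the single 10 µM screen, taking a fixed number of the strongest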;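 also: 0% = full reaction with DMSO carrier and 100% = background rate without enzyme reaction; no value below 0 was filed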
# Bfl-1 inhibitors = displacement of Bid BH3 peptide from Bfl-1 – biochemical, fluorescence polarization, FITC-Bid, mouse, primary screen (AID 432). 64,000 tested, 0.02% active. FITC-Bid BH3 peptide fluorescence polarization displacement; higher % means a stronger effect. displacement, % at 20 µM, or IC50 in µM where a hit was titrated; in the data active = a potency from the dose series; inactive = the rest, 99 in 100 with displacement below about 15%; also: strong numbers were not always called active
# Alkaline phosphatase = human TNAP enzyme inhibitors, biochemical, luminescent (AID 518); purified TNAP enzyme, luminescent substrate readout; higher % means a stronger effect; inhibition, % at 20 µM; hits with a dose series show IC50 in µM; 64,000 tested, 0.09% active; in the data active = a potency from the dose series; inactive = the rest, 99 in 100 with inhibition below about 22%;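 also: plate controls were vehicle for no effect and reference inhibitor for full effect; many of its hits are not listed in these tables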
# Spn MK inh = blocks S. pneumoniae mevalonate kinase; inhibition, % at 10 µM; 65,000 tested, 0.48% active; purified MK, PK/LDH-coupled NADH absorbance 340 nm;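 active = ranked among the strongest by inhibition in the single 10 µM screen, a fixed top-ranked set picked for dose follow-up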; also: no value below 0 was filed
# HT1080 viability = cytotoxicity in HT1080 fibrosarcoma cells, cell-based, fluorescence readout (AID 620) | HT1080 viability, fluorescence; higher % means a stronger effect | cytotoxicity, % at 10 µM; hits with a dose series show EC50 in µM | 87,000 tested, 0.42% active;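 also: cells exposed to compound overnight then 4 h with Alamar Blue; 0% = vehicle DMSO and 100% = killing control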
# HPDE-C7 cytotoxicity = HPDE-C7 pancreatic duct cell viability loss – fluorescence, HTS (AID 430); cytotoxicity, % at 10 µM, or EC50 in µM where a hit was titrated; 63,000 tested, 1.8% active; HPDE-C7 pancreatic duct cells viability, fluorescence; higher % means a stronger effect;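 also: cells exposed to compound for 48 hours before viability readout; 0% = vehicle and 100% = reference cytotoxic drug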
# KRASV12 cytotoxicity = viability loss of HPDE-C7K cells – cell-based, fluorescence, HTS, primary screen (AID 431); 63,000 tested, 1.7% active; HPDE-C7K KRASV12 cells, Alamar Blue viability, 48 h; higher % means a stronger effect; one-dose cytotoxicity, % at 10 µM; EC50 in µM for titrated hits;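 active = compounds whose percent cytotoxicity in the single-dose primary screen, scaled between solvent and toxic-drug controls, exceeds 50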;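 also: 0% = DMSO solvent wells and 100% = doxorubicin-treated wells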
# Spn PMK inh pilot replicates = recorded beside Spn PMK inh, whose call it bears; inhibition, %; measured here: pilot screen replicates
# Spn MK inh pilot replicates = also measured in Spn MK inh; calls as there; inhibition, %; measured here: pilot screen replicates
# Spn DPM-DC inh pilot screen % = second read-out of Spn DPM-DC inh, no call of its own (marks repeat the call); inhibition, %; measured here: pilot screen trials
# An asterisk follows results filed as active; i = inactive; nt = no result given. Rule as the data show it, unless noted: active = cytotoxicity above about 50%; inactive = the rest.
SMILES,Spn DPM-DC inh,LYP inhibition,Spn PMK inh,Bfl-1 inhibitors,Alkaline phosphatase,Spn MK inh,HT1080 viability,HPDE-C7 cytotoxicity,KRASV12 cytotoxicity,others
O=C1c2ccccc2NC(c2ccccc2)N1Cc1ccco1 (stereo not drawn),nt,-3%,1,8%,8%,8,-1%,6%,-6%,
Cc1nn2c(-n3ccnc3)c3c(nc2c1-c1ccccc1)CCC3,i,2%,7,4%,13%,12,-4%,-13%,20%,
COc1ccc(NC(=O)CNS(=O)(=O)c2cccc3nonc23)c(OC)c1,i,nt,2,0%,6%,5,2%,-15%,-6%,
COCCn1nnnc1C(c1ccc(C)cc1)N1CCN(Cc2ccc3c(c2)OCO3)CC1 (stereo not drawn),i,10%,8,6%,10%,10,-1%,-11%,-12%,
CCOc1ccccc1N(CC(=O)NC1CCCC1)C(=O)CCC(=O)Nc1cc(C)on1,i,nt,9,-10%,13%,9,-3%,-20%,-11%,
Cc1cccc(NC(=O)CCN2C(=O)C3C4C=CC(C4)C3C2=O)n1 (stereo not drawn),i,-6%,3,-8%,-1%,0,21%,-22%,-9%,
CCOC(=O)Cn1c(C)c(Br)c(=O)c2cccc(C)c21,i,1%,7,3%,0%,4,-4%,-19%,-3%,
CC1CN(c2nc3ccccc3nc2C(C#N)C(=O)NCc2ccc3c(c2)OCO3)CC(C)O1 (stereo not drawn),i,3%,5,-119%,19%,4,-10%,0%,2%,Spn PMK inh pilot replicates=1.5;Spn MK inh pilot replicates=0.0;Spn DPM-DC inh pilot screen %=3.0
COC(=O)Nc1ccc(C)c(NC(=O)OC)c1,i,-17%,10,-2%,8%,6,30%,-6%,-12%,
COc1cc(S(=O)(=O)N2CCOCC2)ccc1NC(=O)c1cc2c(s1)CCC2,nt,2%,0,-4%,14%,13,3%,-9%,-8%,
Cc1[nH]c(=O)[nH]c(=O)c1S(=O)(=O)N1CCOCC1,i,8%,0,7%,4%,0,-3%,-6%,1%,
CC1CCCC(NC(=O)CSc2nccn2C)C1C (stereo not drawn),i,nt,0,0%,8%,7,2%,-8%,-6%,
N#CC(=C1CCCC1)c1nc(-c2ccccc2O)cs1,i,5%,0,-2%,14%,6,-2%,-16%,6%,
O=C1CC(NCc2ccncc2)C(=O)N1c1ccccc1 (stereo not drawn),i,nt,0,-1%,3%,11,6%,-7%,0%,
CCOC(=O)C1CCCN(C(=O)C2c3ccccc3Oc3ccccc32)C1 (stereo not drawn),i,-8%,0,-3%,5%,1,-2%,13%,7%,
Fc1ccc(-c2nnn(Cc3nc4ccccc4s3)n2)cc1,i,1%,12,-1%,15%,6,13%,-16%,-36%,
Cc1nnc(SCC(=O)Nc2ccccc2)n1CCc1ccccc1,i,-2%,21,9%,-4%,11,-4%,-6%,-13%,
COc1ccccc1CNC(=O)C1CCCN(S(=O)(=O)c2cccc3cccnc23)C1 (stereo not drawn),i,8%,9,-4%,15%,4,nt,0%,15%,Spn PMK inh pilot replicates=3.0;Spn MK inh pilot replicates=3.0;Spn DPM-DC inh pilot screen %=1.0
Cn1c(=O)c2c(nc(CN3CCN(c4ccc(F)cc4)CC3)n2Cc2ccccc2F)n(C)c1=O,i,12%,0,-5%,14%,1,-3%,-14%,-24%,
CCOC(=O)N1CCN(S(=O)(=O)c2ccc(OCC(=O)OC)cc2)CC1,i,11%,0,-6%,10%,0,-2%,0%,2%,
CS(=O)(=O)c1ccc2nc(NC(=O)CCC(=O)c3cccs3)sc2c1,i,nt,1,-4%,8%,5,3%,-12%,-15%,Spn PMK inh pilot replicates=3.5;Spn MK inh pilot replicates=2.0;Spn DPM-DC inh pilot screen %=0.0
Cc1c(Cc2ccccc2)c(=O)oc2c(CN(C)C)c(O)c(Cl)cc12,nt,-14%,2,0%,-18%,1,-1%,nt,nt,
CC(=O)NC1(c2ccccc2)CCN(Cc2nnnn2C(C)(C)C)CC1,i,-1%,14,-7%,1%,0,-1%,-9%,-11%,
COc1ccc(-c2nnnn2C)cc1S(=O)(=O)NCc1ccccc1,i,1%,6,-9%,11%,5,6%,-15%,0%,Spn PMK inh pilot replicates=4.5;Spn MK inh pilot replicates=0.0;Spn DPM-DC inh pilot screen %=2.0
CCCN1CCC(N2CCN(c3cccc(C(F)(F)F)c3)CC2)CC1,i,17%,0,-1%,9%,6,-10%,16%,34%,
# Going on with the list:
SMILES,Spn DPM-DC inh,LYP inhibition,Spn PMK inh,Bfl-1 inhibitors,Alkaline phosphatase,Spn MK inh,HT1080 viability,HPDE-C7 cytotoxicity,KRASV12 cytotoxicity,others
S=c1[nH]ncn1/N=C/c1ccccc1,i,3%,18,-7%,9%,21,11%,-13%,-2%,
Cc1cc(C(=O)NCc2ccc(S(N)(=O)=O)cc2)c(C)o1,i,4%,8,0%,11%,15,-3%,-30%,-12%,
COc1ccc(C(=O)Nn2cc3c(c2-c2ccccc2)c(=O)n(C)c(=O)n3C)cc1,i,12%,3,0%,12%,2,2%,-9%,-19%,
O=C(O)c1ccc(C(=O)c2ccc3c(c2)C(=O)N(Cc2ccco2)C3=O)cc1,i,6%,0,3%,14%,3,11%,1%,-14%,
O=c1oc(-c2cccc(S(=O)(=O)N3CCOCC3)c2)nc2ccccc12,i,5%,9,-2%,16%,5,36%,-2%,4%,
O=S(=O)(NCCc1ccccc1F)c1cccc(S(=O)(=O)N2CCOCC2)c1,i,nt,13,0%,14%,0,-2%,2%,12%,Spn PMK inh pilot replicates=2.0;Spn MK inh pilot replicates=0.0;Spn DPM-DC inh pilot screen %=0.0
CC(=O)c1cccc(NC(=O)CN2C(=O)C3C4C=CC(C4)C3C2=O)c1 (stereo not drawn),i,-7%,0,-1%,6%,1,9%,-11%,-30%,
CC(C)Nc1ncnc2c1cnn2-c1ccccc1,i,9%,1,5%,8%,6,8%,7%,8%,Spn PMK inh pilot replicates=4.0;Spn MK inh pilot replicates=3.5;Spn DPM-DC inh pilot screen %=1.0
CCn1c(SCC(=O)N2CCN(c3ccccc3)CC2)nnc1-c1cc2cc(Cl)ccc2o1,i,10%,6,-9%,11%,12,-7%,nt,nt,
CC1=C(C)NC(=S)SC1,i,-1%,7,-4%,9%,14,-5%,-3%,-9%,
Cc1cc(NC(=O)CCC(=O)N(c2ccccc2)C(C(=O)NC2CCCC2)c2cccs2)no1 (stereo not drawn),i,nt,14,-12%,14%,1,-6%,-16%,-4%,
CCCN(CCC)C1CC(=O)N(Cc2ccccc2)C1=O (stereo not drawn),i,4%,13,-3%,2%,11,0%,-6%,6%,
O=C(COc1ccccc1)N1CCN(C(=O)c2cccc(F)c2)CC1,i,nt,17,-4%,8%,0,1%,-40%,-28%,Spn PMK inh pilot replicates=6.0;Spn MK inh pilot replicates=0.0;Spn DPM-DC inh pilot screen %=3.0
CC(C)CN(CC(C)C)S(=O)(=O)N1CCC(C(=O)NCc2ccc(F)cc2)CC1,i,-2%,17,-1%,15%,0,-6%,0%,4%,
O=C1CN(C(=O)COc2ccccc2)CCN1,i,-6%,12,4%,4%,6,-5%,13%,-2%,
COc1ccccc1NC(=O)c1ccc(COc2ccccc2OC)o1,i,4%,2,4%,11%,5,-5%,-20%,6%,Spn PMK inh pilot replicates=1.0;Spn MK inh pilot replicates=4.0;Spn DPM-DC inh pilot screen %=4.0
CCCCCCOC(=O)NCC(O)c1ccccc1 (stereo not drawn),i,nt,6,1%,6%,0,1%,-5%,-3%,
CCOc1ccc(S(=O)(=O)Nc2ccc(Cl)cn2)c(C)c1C,i,1%,9,-10%,23%,2,3%,2%,12%,Spn PMK inh pilot replicates=2.0;Spn MK inh pilot replicates=0.0;Spn DPM-DC inh pilot screen %=0.0
Cn1c(=O)c2c(ncn2CC(=O)NCc2cccnc2)n(C)c1=O,i,4%,3,1%,8%,3,-2%,-3%,-3%,
COc1ccc(CCNS(=O)(=O)c2ccccc2)cc1OC,i,14%,8,4%,10%,0,-1%,2%,-3%,
Cc1onc(-c2ccccc2)c1C(=O)NCc1ccccn1,i,-8%,3,-2%,7%,1,-9%,-29%,-27%,
CNC(=O)c1cccc(N2CCCC2=O)c1,i,nt,18,-14%,5%,0,nt,-1%,6%,
Cc1[nH]c2ccccc2c1C(O)CN1CCN(c2cccc(C(F)(F)F)c2)CC1 (stereo not drawn),i,11%,16,-11%,6%,1,10%,7.1µM*,6.7µM*,
O=C(c1ccc2c(c1)C(=O)N(CCCO)C2=O)c1ccc2c(c1)C(=O)N(CCCO)C2=O,i,1%,17,5%,6%,6,11%,-7%,-7%,
O=C(N1CCCCC1)C12CC3CC(C1)CC(C(=O)N1CCCCC1)(C3)C2,i,16%,16,-5%,0%,5,-5%,-10%,1%,
# Next section
SMILES,Spn DPM-DC inh,LYP inhibition,Spn PMK inh,Bfl-1 inhibitors,Alkaline phosphatase,Spn MK inh,HT1080 viability,HPDE-C7 cytotoxicity,KRASV12 cytotoxicity,others
COc1ccccc1-c1nc2n(n1)C(c1ccc(Cl)cc1)C(C(N)=O)=C(C)N2 (stereo not drawn),i,7%,1,4%,13%,5,3%,6%,18%,Spn PMK inh pilot replicates=2.0;Spn MK inh pilot replicates=1.0;Spn DPM-DC inh pilot screen %=0.0
CCCCC(=O)Nc1cccc(NC(=O)CC)c1,i,17%,2,4%,1%,8,-2%,-10%,-22%,
O=c1n(-c2ccccc2)c(=O)n2n1CCCC2,i,1%,6,-8%,10%,0,7%,11%,-3%,
CC1(C)CC(=O)C(C=NCCN2CCN(C(=O)CC3CCCC3)CC2)=C(O)C1,i,-2%,0,-2%,9%,6,0%,nt,nt,
COc1ccc(CCNc2oc(-c3ccc(C)cc3)nc2C#N)cc1OC,nt,2%,13,3%,10%,2,-5%,-10%,0%,
CN(CC(=O)NCc1cccs1)S(=O)(=O)c1cccc2cccnc12,i,3%,0,5%,6%,0,1%,-10%,-14%,
CCOC(=O)C1=C(C)OC(N)=C(C#N)C1C1CCCCC1 (stereo not drawn),i,4%,4,6%,12%,6,-8%,-6%,0%,
N#Cc1ccccc1NC(=O)Nc1cccc(Cl)c1,i,14%,0,-7%,13%,5,nt,-14%,-12%,
CSc1nnc(-c2sc3cc(Cl)ccc3c2Cl)n1C,i,-5%,6,-4%,9%,6,4%,-14%,-20%,
CCOC(=O)CC12CN3CN(C1)CC(CC(=O)OCC)(C3)C2=O,i,9%,14,4%,11%,0,28%,-1%,-4%,Spn PMK inh pilot replicates=0.5;Spn MK inh pilot replicates=0.5;Spn DPM-DC inh pilot screen %=0.5
Cc1csc(SC(C)C(=O)Nc2ccc(S(=O)(=O)N3CCCC3)cc2)n1 (stereo not drawn),i,nt,22,-4%,6%,1,-9%,nt,nt,
O=C(OCc1nc2ccccc2s1)c1cccc(S(=O)(=O)N2CCOCC2)c1,i,-1%,13,2%,15%,5,-11%,9%,5%,
CC(=O)Nc1ccc(S(=O)(=O)N(CC(=O)O)Cc2ccccc2)cc1,i,nt,0,0%,9%,1,nt,-8%,6%,Spn PMK inh pilot replicates=3.5;Spn MK inh pilot replicates=2.5;Spn DPM-DC inh pilot screen %=1.5

# Assay outcomes (PubChem)

# Compounds as they come. About 3.5% of those tested had a hit in this group.
